Source: PubChem BioAssay (National Center for Advancing Translational Sciences (NCATS))
Lipid storage S3: qHTS Assay for Lipid Storage Modulators in Drosophila S3 Cells | actives 0.64% (n = 320,000) | lipid storage change, negative = inhibition, % at the top dose, mostly 46.1 µM; hits show Potency in µM | AID 2685, 2010 | Drosophila S3 cells, BODIPY lipid droplet fluorescence, 18-24 h; cells fed with added oleic acid; active means well fitted inhibition curve with a large enough effect in the signal ratio, with a control signal flat, not every such curve was filed as active; inconclusive means small, poorly fitted or top-dose-only effect, or effect the other way, or a change in a side signal; the % refers to the signal ratio
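Drosophila S3 cells loaded with oleic acid (400 uM, as added) and compounds at several concentrations; lipid droplets imaged by 488-nm laser-scanning cytometry, 500–530 nm intensity and object ratio to cell channel. Percent activity normalized to 20 uM Triacsin C.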
Lipid storage S3 cell count max: second read-out of Lipid storage S3, no call of its own (marks repeat the call); cell number change, %; measured here: cell count max response;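 cells counted by Cell Tracker Red CMTPX staining in the red channel; peak over a dose series mostly up to 46.1 µM; percent activity relative to internal control wells on each plate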
* hit, by the source's call; i = inactive; ? = inconclusive; . = not tested or not shown; [ ] = dose if it differs, or a comment. On the % scale 0 is the no-effect control and ±100 the full control effect; potency means the concentration at half of the fitted maximal effect. This is a subset; count on the stated rates, not on these rows.

structure	Lipid storage S3	Lipid storage S3 cell count max
COc1ccc(C)cc1S(=O)(=O)N1CCCC(N2CCOCC2)C1 (stereo not given)	?	.
COc1ccc(C(C(=O)NC2CCCCC2)N(Cc2cccnc2)C(=O)c2snc(C(N)=O)c2N)cc1 (stereo not given)	?	.
COc1cccc(NC(=O)C(C)(C)C)c1	-1%	3
CC(Oc1ccc2c(-c3ccccc3)cc(=O)oc2c1)C(=O)N[C@H](Cc1c[nH]c2ccccc12)C(=O)O (stereo not given in full)	-1%	13
COCCNC(=O)c1ccccc1NC(=O)c1ccccc1SC	?	.
CCn1c(NN)nc2sc3c(c2c1=O)CCC3	?	.
Cc1ccc(-c2csc(=Nc3cccnc3)n2CCCn2ccnc2)cc1C	?	.
Cc1ccc(/C=C/c2nnc(-c3ccccc3)o2)cc1	-12%	0

The results go on.
structure	Lipid storage S3	Lipid storage S3 cell count max
Cc1csc(CNC(=O)c2cc(COc3c(C)cccc3C)on2)n1	?	.
CC(C)=CCN1CCN(Cc2ccc(C#CC(C)(C)O)cc2)CC1CCO (stereo not given)	0%	-6
O=C1COc2ccc(S(=O)(=O)CCC(=O)N3CCN(c4ccccc4)CC3)cc2N1	?	.
O=C1c2ccccc2C(=O)N1CC(=O)N1c2ccccc2CCc2ccccc21	?	.
O=C(NCc1ccc(Cl)cc1)C(=O)NCC1OCCN1C(=O)c1cccs1 (stereo not given)	-10%	-4
COc1ccc(-c2nc3scc(-c4ccc(OC)c(OC)c4)c3c(=O)o2)cc1	-4%	9
COc1ccccc1N1CCN(C(=O)CN2C(=O)C3CCCCC3C2=O)CC1 (stereo not given)	?	.
CCOC(=O)C1CCN(C(=O)COc2ccc(S(=O)(=O)N3CCCC3)cc2C)CC1	-12%	2

Other entries
structure	Lipid storage S3	Lipid storage S3 cell count max
c1ccc2nc3c(nc2c1)CCCC3	-5%	1
O=S(Cc1ccc(Br)cc1)Cc1nnc(SCc2c(F)cccc2Cl)n1-c1ccccc1 (stereo not given)	?	.
CCOc1ccc(-c2nnn(CC(=O)N3CCN(c4ccc(F)cc4)CC3)n2)cc1OCC	-27%	.
CCN1CCN(c2cc(C(C)C)nc3c(-c4ccccc4)c(C)nn23)CC1	-15%	-3
O=C1OCCC1Sc1nnc(-c2ccc3c(c2)OCO3)o1 (stereo not given)	5%	15
O=C(COC(=O)c1c(F)cccc1F)Nc1ccc2c(c1)OCO2	?	.
Cc1cc(=O)[nH]c2n[nH]c(-c3ccccc3)c12	?	.
CCN=C1SC(C(=O)Nc2cccc(OCC)c2)CC(=O)N1CC (stereo not given)	9%	-11

Next section.
structure	Lipid storage S3	Lipid storage S3 cell count max
Cc1ccc(NC(=O)C2CCN(S(=O)(=O)c3ccc4ccccc4c3)CC2)nc1	-24%[0.0737 µM]	.
Cc1ccc(-n2c(N)c(C(=O)Nc3ccccc3F)sc2=S)cc1C	0%	-3
CCC(=O)NC(=S)Nc1cccc(NC(=O)c2ccccc2Cl)c1	-5%	-11
Cc1ccc(C2=NS(=O)(=O)N(C)C(C(=O)NCc3ccc4c(c3)OCO4)=C2)cc1	14%	6
CCOCC(=O)Nc1nnc(COCC)s1	-28%	3
CCC(C)N1CCN(C(=O)c2cc(OC)cc(OC)c2)CC1 (stereo not given)	?	.
CC(C)OC(=O)CSc1nnc(CNc2cccc(Cl)c2)n1C	-4%	-8
CCOc1ccc(C2C([N+](=O)[O-])=C(C)N(C)C(=O)N2C)cc1OC (stereo not given)	i	-11

The list continues:
structure	Lipid storage S3	Lipid storage S3 cell count max
CS(=O)(=O)Nc1cccc(C2=NN(S(=O)(=O)c3ccc(F)cc3)C(c3cccs3)C2)c1 (stereo not given)	-15%	17
O=C(CN1C(=O)NC2(CCCCCC2)C1=O)Nc1ccc(Cl)cc1Cl	?	.
O=C(Nc1cccc2cccnc12)c1ccc2c(c1)OCCO2	i	.
Cc1cc(C)n2nc(C(=O)NC(c3ccccc3)c3ccccc3)nc2n1	6%	10
C/C(CC(=O)Nc1cc(C)ccn1)=N\NC(=O)C(=O)NC(C)C	18%	32
CCOc1ccc(S(=O)(=O)N2CCC(C(N)=O)CC2)c2ccccc12	-1%	-24
COc1ccc(CN(C)CC(=O)Nc2sc3c(c2C#N)CCC3)c(OC)c1	?	.
CCc1nnc(NC(=O)CSc2nnc(COc3ccccc3C)o2)s1	15%	21

Quoted at random: four compounds from above
structure	Lipid storage S3	Lipid storage S3 cell count max
CCN=C1SC(C(=O)Nc2cccc(OCC)c2)CC(=O)N1CC (stereo not given)	9%	-11
O=C(NCc1ccc(Cl)cc1)C(=O)NCC1OCCN1C(=O)c1cccs1 (stereo not given)	-10%	-4
COc1ccc(-c2nc3scc(-c4ccc(OC)c(OC)c4)c3c(=O)o2)cc1	-4%	9
CCc1nnc(NC(=O)CSc2nnc(COc3ccccc3C)o2)s1	15%	21

Continuation.
structure	Lipid storage S3	Lipid storage S3 cell count max
c1ccc2c(-c3nnc(SCc4cn5ccccc5n4)o3)c[nH]c2c1	?	.
O=C(NC(CO)C(=O)OCc1ccccc1)OCc1ccccc1 (stereo not given)	?	.
Cc1cc(C)n2nc(SCCC(=O)NCc3ccccc3)nc2n1	?	.
O=C(N/N=C/c1ccccc1[N+](=O)[O-])c1cnccn1	9%	13
Cc1cccc(Nc2nc(N)c([N+](=O)[O-])c(N3CC(C)CC(C)C3)n2)c1 (stereo not given)	?	.
CCCC(=O)Nc1ccc(C(=O)n2nnc3ccccc32)cc1	?	.
CCOc1ccc(C2=Nn3c(nnc3-c3cccnc3)SC2)cc1	19%	-21
CN(C(=O)CN1C(=O)S/C(=C\c2ccccc2)C1=O)C1CCS(=O)(=O)C1 (stereo not given)	23%	-15

(listing goes on)
structure	Lipid storage S3	Lipid storage S3 cell count max
CC(C)CC(NC(=O)C1CCC(=O)N1C(=O)OCc1ccccc1)C(=O)NC(Cc1ccccc1)C(N)=O (stereo not given)	i	11
CCN(Cc1ccccc1)S(=O)(=O)c1cc(C(=O)NCC2CCCCC2)ccc1OC	1%	-8
O=C(CSc1nnc(NC(=O)c2ccco2)s1)Nc1ccccc1Cl	?	.
CCOc1ccccc1N1C(=O)CC(Sc2nccc(C)n2)C1=O (stereo not given)	1%	-1
O=C(Nc1ccc(F)cc1)c1ccc2c(=O)n3c(nc2c1)CCCCC3	?	.
Cc1ccc(-c2c(C(=O)N/N=C/C3CC=CCC3)nnn2-c2nonc2N)cc1 (stereo not given)	19%	-9
c1ccc(-c2nnc(N3CCN(c4ccccn4)CC3)c3ccccc23)cc1	?	.
CCN(CC)c1ccc(NC(=O)CCCOc2cccc(C)c2)cc1	-4%	6

Continued.
structure	Lipid storage S3	Lipid storage S3 cell count max
O=C(NCc1ccccc1)C(=O)NCC1OCCN1S(=O)(=O)c1cccs1 (stereo not given)	7%	11
O=C(CSc1ncccc1C(=O)O)NC1CCCCC1	i	6
Cc1nn(C(C)c2nc(-c3ccccc3)no2)c(C)c1[N+](=O)[O-] (stereo not given)	?	.
CCCCNC(=O)c1onc(CSc2ccccc2CC)c1C(=O)O	-21%	7
N#CC1=C(N)Oc2cc(O)c(C=Nc3ccccc3)cc2C1c1ccccc1 (stereo not given)	0%	-2
O=C(OCc1ccc(F)cc1)c1cc(=O)c2ccccc2o1	i	11
CCN(c1ccc(NC(=O)COC(=O)C(C)N=C2NS(=O)(=O)c3ccccc32)cc1)C(C)C (stereo not given)	?	.
O=C(NNC(=S)NC1CC2C=CC1C2)c1cccnc1 (stereo not given)	3%	2

(listing goes on)
structure	Lipid storage S3	Lipid storage S3 cell count max
COc1ccccc1N1CCN(C(=O)Nc2cccc(Cl)c2)CC1	?	.
FC(F)(F)c1cc(Cl)c2nnc(-c3cccnc3)n2c1	4%	-6
Cc1ccc2nc(C3CCCN(C(=S)Nc4cccc(C)c4C)C3)[nH]c2c1 (stereo not given)	-1%	-7
CN1CCN(NC(=O)CN(C)S(=O)(=O)c2cc(Cl)ccc2Cl)CC1	?	.
Cc1oc2cc3oc(=O)c(CCC(=O)NCCCC(=O)O)c(C)c3cc2c1C	?	.
O=C(NCc1cccnc1)c1ccccn1	8%	6
CC(C)NC(=O)NC(=O)CSc1nnc(COc2ccccc2Cl)o1	i	.
Cn1c(-c2ccc(N)cc2)nc2ccccc21	4%	-9

Further results follow.
structure	Lipid storage S3	Lipid storage S3 cell count max
CC(C)NC(=O)c1ccc(S(=O)(=O)N(C)C)cc1	?	.
CCc1cccc(C)c1NC(=O)c1ccc(CN2CCc3ccccc3C2)cc1	?	.
CC1CCCN(CC(O)COCc2ccccc2)C1 (stereo not given)	?	.
CC(C)C(=O)Nc1nc2cc3c(cc2s1)OCO3	i	.
O=C(Cn1c(=O)oc2ccccc21)N1CCOCC1	?	.
O=C(C1CCCN(S(=O)(=O)c2ccc(Cl)cc2)C1)N(Cc1cccs1)C1CC1 (stereo not given)	i	.
CC(C)(C)NC(=O)CSC(=Nc1ccccc1F)NC#N	-9%	8
Cc1ccc(NC(=O)[C@H](CC(C)C)NC(=O)[C@@H]2Cc3ccccc3CN2)cc1	?	.

Continuation.
structure	Lipid storage S3	Lipid storage S3 cell count max
COCCCNC(=O)C1CCC(=O)N1Cc1ccccc1Cl (stereo not given)	52%	2
FC(F)(F)c1cccc(CNC(=S)Nc2ccccc2)c1	19%	-21
CN(C(=O)c1ccc(Cl)cc1)C1=CCCCC1CCC#N (stereo not given)	10%	-16
COC(=O)Cc1c(C)c2ccc(OCC(=O)N3CCCC3)c(C)c2oc1=O	?	.
O=C(c1cc(COc2c(F)cccc2F)on1)N(Cc1ccccc1)CC1CC1	104%	-6
NC(=O)C1CCN(C(=S)NCCc2ccccc2)CC1	12%	-3
CCOC(=O)Cc1c(C)c2c(C)[nH]nc2oc1=O	?	.
CCOc1cccc(C(=O)NC(=S)Nc2ccccc2)c1	20%	24

The list continues:
structure	Lipid storage S3	Lipid storage S3 cell count max
CCC(C)(C)NC(=O)CN(C(=O)c1snc(C(N)=O)c1N)c1ccc2c(c1)OCCO2	i	20
CC1(C)Cc2c(C#N)c(N)n(-c3ccccc3)c(=O)c2CO1	?	.
CN(C(=O)c1ccccc1)c1nccnc1C#N	14%	-13
O=C(CSc1nnc(Cc2ccccc2)n1-c1cccc(Cl)c1)NNC(=O)Cc1ccccc1	0%	4
CN(C)c1nnnn1-c1ccccc1Oc1ncc(C(F)(F)F)cc1Cl	12%	11
C=CCNc1nc(Cl)nc(Nc2ccc(OC)cc2OC)n1	-7%	-9
O=C(NNC(=O)C12CC3CC(CC(C3)C1)C2)c1cccc(O)c1	?	.
COc1ccccc1OCc1cc(-c2ccccc2)no1	8%	11

(more compounds)
structure	Lipid storage S3	Lipid storage S3 cell count max
COc1ccc(-c2c(C(F)(F)F)nn(C)c2NC(C)=O)cc1	?	.
Cc1ccc2c(N)[nH]nc2n1	?	.
COc1ccc(CNC(=O)C2CCC(=O)N2C(C)C)c(OC)c1 (stereo not given)	?	.
Cc1cccc(-c2nsc(SCC(=O)Nc3cc(C)on3)n2)c1	?	.
CCOC(=O)c1sc(NC(=O)COC(=O)C(CCSC)NC(C)=O)nc1C (stereo not given)	?	.
CCCn1c(SCC(=O)Nc2ccccc2Cl)n[nH]c1=O	17%	18
CCOc1ccccc1NC(=O)C1CCCN(S(=O)(=O)c2ccc(OC)c(C)c2)C1 (stereo not given)	7%	-16
CN1CCN(CCCOc2ccc(-c3ccccc3)cc2)CC1	?	.

Complete entries from above:
CN1CCN(CCCOc2ccc(-c3ccccc3)cc2)CC1 as listed: Lipid storage S3 = ?; Lipid storage S3 cell count max = .
CCOc1ccccc1NC(=O)C1CCCN(S(=O)(=O)c2ccc(OC)c(C)c2)C1 (stereo not given) as listed: Lipid storage S3 = 7%; Lipid storage S3 cell count max = -16
Cc1cccc(-c2nsc(SCC(=O)Nc3cc(C)on3)n2)c1 as listed: Lipid storage S3 = ?; Lipid storage S3 cell count max = .

Later entries
structure	Lipid storage S3	Lipid storage S3 cell count max
C#CCn1c(=NC(=O)CN2C(=O)CCC2=O)sc2cccc(OC)c21	?	.
Cc1cc(C)c2c(-n3cccc3)c(C(=O)NNS(=O)(=O)c3ccc(Br)cc3)sc2n1	?	.
CCOc1ccc(C)cc1S(=O)(=O)N1CCCCC1	i	-2
CCN(NC(=O)C(O)(c1ccc(F)cc1)c1ccc(F)cc1)C(=O)c1ccccc1	?	.
S=C(NCCc1ccccc1)Nc1ccccc1Cl	-9%	2
O=C(Nc1ccccc1)N(C1=NCCC1)c1ccccc1	?	.
O=C(CSc1ncn(-c2ccccc2)n1)Nc1nccs1	?	.
CCCCN(C(=O)c1ccc(C)c(S(=O)(=O)N2CCOCC2)c1)c1c(N)n(CC(C)C)c(=O)[nH]c1=O	15%	6

(list continues)
structure	Lipid storage S3	Lipid storage S3 cell count max
Cc1cc(C)c(C#N)c(SCC(=O)Nc2ccccc2)n1	-2%	3
COC(=O)c1ccc(COc2ccc(-c3nnn(CC(N)=O)n3)cc2)cc1	-7%	-6
O=C(NCCO)c1ccc(CSc2nc3ccccc3[nH]2)cc1	?	.
O=C(CN(C(=O)CCNC(=O)c1ccco1)c1ccccc1)NC1CCCC1	i	.
COC(=O)c1ccc(N2CCN(S(=O)(=O)c3ccc(Br)cc3)CC2)c([N+](=O)[O-])c1	?	.
Cc1cc(OCC(=O)OCC(=O)N(C)Cc2ccccc2C)ccc1Cl	?	.
O=C(CCNS(=O)(=O)c1ccc(Br)s1)NCc1ccc2c(c1)OCO2	3%	20
CC(Sc1nnc(C(C)Oc2ccccc2F)o1)C(=O)NCc1ccc2c(c1)OCO2 (stereo not given)	?	.
Cc1ccc(N=C2N=C(N)c3ccccc32)c(C)c1	i	.
